S2 tox = viability counter-screen for ATXN expression inhibitors. S2 cells (HEK-293 line with an ATXN2-luciferase reporter) viability, CellTiter-Fluor protease fluorescence, 24 h. Potency, µM (highest dose often 56.7 µM), hits mostly cytotoxic. 400,000 compounds, 0.49% hits; also: potency is read from the fitted curve at half-maximal effect; nearly all actives have a fitted effect of over 40% in size
IL1B secr inh = inhibitors of inflammasome signaling (IL-1 beta secretion) | THP-1 LPS/ATP IL-1B secretion, AlphaLISA, 16 h; stronger effect = lower value | activity change, % at 57.5 µM | 360,000 compounds, 4.7% hits | AID 743279; in the data active = activity change below about -50%; inconclusive = mostly about -30% to -49%; also: % is scaled to controls: 0 for no effect and ±100 for the full control effect
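THP-1 cells pretreated 1 hr with compounds (up to 57.5 uM final), then stimulated with LPS (250 ng/mL final) plus ATP (1.25 mM final); secreted IL-1B measured by AlphaLISA after 16 hr, decreased signal indicating inhibition.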
MCF10A rereplic = induces DNA re-replication in MCF 10a normal breast cells | MCF 10A DNA re-replication, Hoechst nuclear intensity, 48 h | Potency, µM (series often up to 46.1 µM), without a hit: at the highest dose activity, positive = re-replication, actives largely listed as activators | 350,000 compounds, 2.9% hits | AID 624296; also: potency is read from the fitted curve at half-maximal effect; % of control where 0% means no effect; nearly all actives have a fitted effect of over 50% in size
SW480 rereplic = induces DNA re-replication in SW480 colon adenocarcinoma cells. SW480 DNA re-replication, Hoechst DNA content imaging, 48 h. Potency, µM (titrated, usually from 46.1 µM), without a hit: at the highest dose re-replication activation, most hits filed as activators. 340,000 compounds, 1.8% hits. AID 624297; also: potency is read from the fitted curve at half-maximal effect; % of control where 0% means no effect; nearly all actives have a fitted effect of over 55% in size
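Per well, 250 cells were exposed to pinned compound for 48 hr. Nuclear DNA was visualised with Hoechst (40 min, 37 C) and total object intensity recorded by fluorescence scanning.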
HT1080-NT tox = kills 2HG-producing HT-1080-NT fibrosarcoma cells | HT-1080-NT fibrosarcoma viability, CellTiter-Glo ATP luminescence, 48 h | Potency, µM (doses to about 46.1 µM), for inactives: at the highest dose activity, negative = less viability, actives largely listed as cytotoxic | 360,000 compounds, 1.6% hits;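 also: NT is the 2HG producing partner of a matched IDH1 knockdown line; potency is read from the fitted curve at half-maximal effect; 0% = DMSO-treated cells and -100% = media-only wells without cells; nearly all actives have a fitted effect of over 55% in size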
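Luminescent CellTiter-Glo readout after 48 hours of compound exposure at 37 degrees C defined viability of HT-1080-NT cells. Activity was normalized to DMSO wells and cell-free media wells; concentration-response curves were fitted and assigned curve classes.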
KB-3-1 cytotox = kills parental KB-3-1 adenocarcinoma cells. AID 1347075. Potency, µM (series often up to 46.1 µM), for the others: top-dose activity change, negative = cytotoxic, hits mostly cytotoxic. KB-3-1 viability, CellTiter-Glo ATP luminescence, 72 h. 400,000 compounds, 1.4% hits; also: potency is read from the fitted curve at half-maximal effect; % is scaled to controls: 0 for no effect and ±100 for the full control effect; nearly all actives have a fitted effect of over 60% in size
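Using CellTiter-Glo luminescence, growth of non-resistant KB-3-1 adenocarcinoma cells is assessed 72 h after pin-tool compound addition at 37 °C. Normalized responses across the concentration series yield fitted curves.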
HepG2 tox = HepG2 cytotoxicity, counter-screen for TGF-b inhibitors; HepG2 CAGA-GFP viability, ATP luminescence, 18 h; Potency, µM (series often up to 46.1 µM), inactives show top-dose activity change, negative = cytotoxicity, actives largely listed as cytotoxic; 410,000 compounds, 0.76% hits; AID 588856; also: potency is read from the fitted curve at half-maximal effect; some results filed as inactive show a strong effect at the top dose
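HepG2 CAGA-GFP cells (1000/well, DMEM with 1% FBS) received compound, then TGF-beta at 500 pg/mL final, and were incubated 18 hours at 37 degrees C. Viability was read by CellTiter-Glo luminescence. Media-only wells were set as complete cell-killing and DMSO as no toxicity.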
HT1080 IDH1KD tx = HT-1080 IDH1 knockdown cell toxicity (counter line); HT-1080 IDH1 knockdown viability, ATP luminescence, 48 h; Potency, µM (doses to about 46.1 µM), for the others: at the highest dose activity, negative = toxicity, hits mostly cytotoxic; 360,000 compounds, 2% hits; AID 686971;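 also: potency is read from the fitted curve at half-maximal effect; 0% = DMSO wells and -100% = cell-free medium wells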
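Luminescent ATP read-out (CellTiter-Glo, 10 min at room temperature) after 48 h compound exposure at 37 °C gave viability of IDH1-knockdown HT-1080 cells. Activity was normalised to DMSO and cell-free wells, then fitted as concentration-response curves.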
ATXN2 expr inh = inhibitors of ATXN2 expression; 360,000 compounds, 0.72% hits; Potency, µM (highest dose often 57 µM), without a hit: top-dose activity change, negative = inhibition, actives largely listed as inhibitors; HEK-293 ATXN2-luciferase reporter, luminescence, 24 h; also: potency is read from the fitted curve at half-maximal effect; % is scaled to controls: 0 for no effect and ±100 for the full control effect; nearly all actives have a fitted effect of over 55% in size
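ATXN2-luciferase reporter cells (luciferase flanked by upstream and downstream ATXN2 gene portions) were treated 24 h at 37 °C with compounds at up to 57 uM. SteadyGlo luminescence gave expression; GF-AFC fluorescence gave viability.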
The depositor's hits bear a star; i = inactive; ? = inconclusive; . = not tested or not shown; & = joins results of further samples; [ ] = dose if it differs, or a comment. Unless noted, calls follow the shape of the dose curve; as a rule, active = well fitted curve in the direction sought with a large enough effect; inconclusive = small, poorly fitted or top-dose-only effect, or another doubt; inactive = no such curve, though single readings can be large; an effect the other way counts as inactive or inconclusive.

molecule,S2 tox,IL1B secr inh,MCF10A rereplic,SW480 rereplic,HT1080-NT tox,KB-3-1 cytotox,HepG2 tox,HT1080 IDH1KD tx,ATXN2 expr inh
CCc1nc2scc(-c3ccccc3)c2c(=O)n1N,i,-19.5,?,7.5%,0.4%,-0.9%,9.8%,8.4%,4.4%
CCS(=O)(=O)N1CCC(N2CCN(c3ccccc3)CC2)CC1,i,-3.4,-1.0%,-21.3%,6.4%,2.1%,-4.0%,4.1%,.
Cc1ccc(C)c(CNC(=O)c2cnc3sc(N4CCCC4)nn3c2=O)c1,i,.,.,.,.,1.8%,-6.6%,.,9.4%
COC(=O)CN(c1cccc(C(C)=O)c1)S(C)(=O)=O,i,-2.4,-2.0%,-1.8%,-1.3%,-0.1%,-7.6%,3.3%,-3.3%
COc1cc(CN2CCN(c3cc(C)ccc3C)CC2)cc([N+](=O)[O-])c1O,i,-16.7,0.1%,2.9%,-10.1%,6.7%,-11.0%,?,-4.8%
CCCS(=O)(=O)N1CCCC(C(=O)NCCCOC(C)C)C1 (stereo unspecified),i,18.4,-4.2%,-6.2%,4.8%,3.0%,-18.6%,8.6%,1.5%
CS(=O)(=O)c1ccc(NC(=O)CN2C(=O)C3CCCCC3C2=O)cc1 (stereo unspecified),i,-8.9,-4.8%,13.4%,?,14.4%,0.2%,11.0%,4.6%
O=C(N[C@@H](Cc1ccccc1)C(=O)O)c1cccnc1,i,3.1,2.5%,13.2%,6.7%,8.8%,2.0%,16.5%,9.3%
O=C(C=Cc1ccccc1)c1ccc([N+](=O)[O-])cc1,i,-26.9,159.9%,16.4µM*,?,-1.9%,-46.9%,?,-13.7%
CCOc1ccc(C2=Nn3c(nnc3-c3ccc(OC)cc3)SC2)cc1,i,19.7,?,5.8µM*,?,2.91µM*,-42.0%,6.51µM*,-25.2%
COc1cccc(Nc2cc(N3CCOCC3)c3nonc3c2[N+](=O)[O-])c1,i,-5.7,5.7%,-4.4%,12.1%,?,5.0%,8.4%,7.2%
CC1(C)C2CCC1(CS(=O)(=O)N1CCN(c3ccc(F)cc3)CC1)C(=O)C2 (stereo unspecified),i,13.3,.,.,0.0%,-2.4%,11.2%,2.8%,-21.6%
Cc1cccnc1NC(=O)CSc1nnc(COc2ccc(C(C)C)cc2)n1C,i,0.2,0.0%,-3.6%,-0.9%,0.8%,2.9%,1.8%,6.2%
Nc1nc2ccc(C(=O)NC3CCCCC3)cc2s1,i,15.9,?,-10.2%,2.5%,-1.6%,13.7%,12.1%,33.1%
O=C(NC(=S)Nc1ccccc1[N+](=O)[O-])c1ccccc1Cl,i,.,-3.6%,-35.3%[inhibitor],1.4%,13µM*,4.5%,0.1%,24.7%
C/C(Cc1ccccc1)=N\NC(=O)CCCCCC(=O)N/N=C(\C)Cc1ccccc1,i,19.7,2.1%,5.9%,16.2%,12.8%,3.2%,10.0%,-8.6%
CN1C(=O)c2oc3ccccc3c(=O)c2C1c1ccccn1 (stereo unspecified),i,0.0,-2.4%,-5.3%,19.5%,22.7%,-19.1%,12.6%,-10.8%
C=CCNc1nc(-c2ccc(Cl)cc2)cs1,i,-22.1,5.6%,-2.0%[9.22 µM],-20.5%,-5.7%,-30.3%,-23.9%,78.1%[activator]
CNc1nc(N)c(C(=O)C(C)(C)C)s1,i,-6.3,1.6%,2.6%,-7.5%,-1.3%,2.5%,8.4%,4.0%
O=C(CCCOc1ccccc1)Nc1nc2ccccc2[nH]1,i,-6.0,20.3%,6.7%,3.8%,4.9%,-0.6%,5.9%,2.6%
COc1ccccc1NC(=O)CSC1=NCCN1,i,2.0,-57.2%[inhibitor],-692.5%[inhibitor],-7.1%,4.7%,-21.3%,6.0%,20.8%
N#Cc1nc(COc2ccc(F)cc2)oc1N1CCC(Cc2ccccc2)CC1,i,?,17.8%,-3.7%,-3.8%,-16.4%,-2.0%,-14.0%,-15.0%
N#Cc1cccc(CN2CCC(=O)N([C@H](CO)c3ccccc3)CC2)c1,i,-4.0,2.6%,-1.0%,-1.1%,10.4%&2.2%,-8.4%&9.1%,0.8%,9.6%
COCc1cc(C)nc(OC)c1C(N)=O,i,-16.7,?,-57.1%,13.7%,2.8%,-0.1%,19.3%,-7.1%
O=C(NC(NC(=S)Nc1ccccc1C(=O)O)C(Cl)(Cl)Cl)c1ccccc1 (stereo unspecified),i,21.2,-0.3%,-1.9%,8.6%,1.5%,21.5%,16.3%,-22.3%[11.3 µM]
COc1ccc(N(CC(=O)NC(C)(C)C)C(=O)CCC(=O)Nc2nccs2)cc1,i,11.1,-5.3%,-25.7%,-4.7%,-6.8%,1.3%,-0.5%,-2.8%
CSc1ccc(CN(C)CC(=O)NCc2ccccc2)cc1,i,?,15.0%,?,-0.1%,3.0%,-2.8%,-0.2%,-22.1%
COc1ccc(C(=O)Nc2cc(C(=O)O)cc(C(=O)O)c2)cc1Cl,i,-10.8,24.3%,-8.0%,3.1%,-8.5%,-36.6%,-10.2%,.
CCn1c(=O)c(=O)[nH]c2cc(C(=O)N3CCN(Cc4ccc5c(c4)OCO5)CC3)ccc21,i,-4.9,5.17µM*,-32.6%[inhibitor],10.3%,1.3%,2.9%,2.9%,-9.2%
CC(=O)N1CCc2cc(S(=O)(=O)N3CCc4ccccc43)ccc21,i,6.6,-1.9%,-3.6%,0.0%,.,-32.3%,-18.0%,-16.4%
COc1ccc(CN2CCN(c3cccc(C)c3C)CC2)cc1OC,.,41.3,-0.8%,-12.9%,18.6%,5.3%,-4.3%,7.7%,.
CC1CCCC(C)N1C(=O)/C=C/c1ccc(S(=O)(=O)N2CCOCC2)cc1 (stereo unspecified),i,0.3,46.5%,-62.0%[inhibitor],4.3%,13.3%,0.0%,0.4%,2.6%
O=c1c2ccccc2nc2c3ccccc3c(NCCO)nn12,i,0.2,4.0%,-0.1%,29.0%,-10.1%,1.9%,12.8%,-9.2%
CCn1c(COc2ccc(C)cc2)nnc1SCc1nc2ccccc2[nH]1,i,-10.8,21.9%,1.5%,-17.3%,-1.2%,-29.6%,?,-13.4%
Cn1c(=O)n(C)c2cc(NC(=O)c3ccc(F)cc3)ccc21,i,-16.2,?,-1.2%,-8.6%,?,-25.7%,-3.4%,-7.1%
CCCN(CCC)C(=O)Cn1c(=O)n(CCCC(=O)NCc2ccco2)c(=O)c2sccc21,i,34.7,-3.5%,-8.3%,14.5%,4.1%,-8.2%,11.3%,-4.3%
Cc1sc(-n2c(C)cc(C=O)c2C)c(C(=O)O)c1C,i,17.3,-2.9%,-4.7%,-3.7%,2.7%,12.2%,4.9%,0.5%
CC1(C)C=Cc2c(ccc3c2OC[C@H](c2ccc(O)cc2O)C3)O1,?,34.1,?,-62.7%[inhibitor],0.5%,-0.1%,-96.9%,-7.7%,5.4%
Cc1cc(C)c(S(=O)(=O)N2CCOC2CNC(=O)C(=O)NCCCn2ccnc2)c(C)c1 (stereo unspecified),i,-16.7,-10.6%,0.7%,6.1%,5.1%,-5.9%,-1.9%,-0.9%
Cc1cccc(C)c1Nc1nnc(SCC(=O)NC2CCS(=O)(=O)C2)s1 (stereo unspecified),i,0.0,4.2%,-0.2%,6.0%,2.2%,-8.2%,11.3%,2.7%
Cc1c(NC(=O)Nc2ccccc2C(F)(F)F)c(=O)n(-c2ccccc2)n1C,i,1.2,0.1%,-1.4%,11.2%,11.9%&1.9%,3.5%&4.4%,5.1%,4.1%&-1.8%
Cc1cc(NC(=O)CSc2nc(N)c(NC(=O)c3ccco3)c(=O)[nH]2)no1,i,-1.8,-1.5%,-4.4%,-1.5%,1.4%,1.3%,7.0%,1.1%
CCOC(=O)C1=C(COc2ccccc2)NC(=O)NC1c1ccc2ccccc2c1 (stereo unspecified),.,-4.8,29.3%,14.3%,?,0.0%,-46.9%,-12.8%,-7.8%
COc1ccc(N(CC(=O)Nc2cccc(Cl)c2C)S(=O)(=O)c2c(C)nn(C)c2C)cc1,i,.,.,.,.,-0.1%,-27.9%,.,-22.3%
COc1ccc(-c2c(C#N)c(SCC(=O)Nc3ccccc3)nc3c2CCCC3)cc1,i,-8.7,-4.8%[9.22 µM],-8.3%,11.2%,-5.0%,-43.8%,-13.0%,0.5%

4 of the compounds above, as labelled records:
Molecule: COc1cc(CN2CCN(c3cc(C)ccc3C)CC2)cc([N+](=O)[O-])c1O
  S2 tox: i	IL1B secr inh: -16.7	MCF10A rereplic: 0.1%	SW480 rereplic: 2.9%	HT1080-NT tox: -10.1%	KB-3-1 cytotox: 6.7%	HepG2 tox: -11.0%	HT1080 IDH1KD tx: ?	ATXN2 expr inh: -4.8%
Molecule: CCCS(=O)(=O)N1CCCC(C(=O)NCCCOC(C)C)C1 (stereo unspecified)
  S2 tox: i	IL1B secr inh: 18.4	MCF10A rereplic: -4.2%	SW480 rereplic: -6.2%	HT1080-NT tox: 4.8%	KB-3-1 cytotox: 3.0%	HepG2 tox: -18.6%	HT1080 IDH1KD tx: 8.6%	ATXN2 expr inh: 1.5%
Molecule: CS(=O)(=O)c1ccc(NC(=O)CN2C(=O)C3CCCCC3C2=O)cc1 (stereo unspecified)
  S2 tox: i	IL1B secr inh: -8.9	MCF10A rereplic: -4.8%	SW480 rereplic: 13.4%	HT1080-NT tox: ?	KB-3-1 cytotox: 14.4%	HepG2 tox: 0.2%	HT1080 IDH1KD tx: 11.0%	ATXN2 expr inh: 4.6%
Molecule: O=C(N[C@@H](Cc1ccccc1)C(=O)O)c1cccnc1
  S2 tox: i	IL1B secr inh: 3.1	MCF10A rereplic: 2.5%	SW480 rereplic: 13.2%	HT1080-NT tox: 6.7%	KB-3-1 cytotox: 8.8%	HepG2 tox: 2.0%	HT1080 IDH1KD tx: 16.5%	ATXN2 expr inh: 9.3%

Assay outcomes: PubChem, National Center for Advancing Translational Sciences (NCATS)

Random draw from the library, and some 8.9% of all compounds hit somewhere here.
